From PubChem BioAssay
Caspase-1 inhib: qHTS Assay for Allosteric/Competitive Inhibitors of Caspase-1 | P29466 | Caspase-1 enzyme, Ac-WEHD-AFC fluorogenic rate | Potency, µM (doses to about 57.5 µM), for the others: at the top dose activity change, negative = inhibition, actives largely listed as inhibitors | 0.03% of 75,000 active;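 note: potency is the fitted concentration of half-maximal effect; plate controls were vehicle for no effect and no substrate for full effect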
Target sequence (P29466 120-297 limits assumed): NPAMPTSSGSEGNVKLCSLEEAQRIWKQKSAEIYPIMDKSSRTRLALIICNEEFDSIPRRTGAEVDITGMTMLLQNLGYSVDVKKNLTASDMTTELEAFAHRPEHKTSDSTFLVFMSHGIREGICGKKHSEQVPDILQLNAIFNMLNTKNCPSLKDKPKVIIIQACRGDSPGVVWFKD
Target sequence (P29466 317-404 limits assumed): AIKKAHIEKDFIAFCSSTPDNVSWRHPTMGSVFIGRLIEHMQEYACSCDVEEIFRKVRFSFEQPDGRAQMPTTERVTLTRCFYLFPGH
Ub-GFP proteasome: Ubiquitin-GFP Assay | Ubiquitin-GFP reporter cells, proteasome inhibition, GFP fluorescence; response scale: untreated = 0%, 10 µM MG-132 = 100% | Potency, µM (titrated, usually from 45.9 µM), inactives show at the highest dose activation (GFP accumulation), usual class: activators | 67,000 tested, under 10 active | AID 526, 2006; active = well fitted activation curve with a large enough effect, not every such curve was filed as active; inconclusive = small, poorly fitted or top-dose-only effect, or another doubt; inactive = no such curve, though single readings can be large or run the other way; note: potency is the fitted concentration of half-maximal effect
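U2OS Ub(G76V)-GFP reporter; O/N plating, 0.5% FBS; cpd 46 uM–2.9 nM, 4 h, 37 °C; GFP+ cell count, 488/515 nm; norm. to basal vs 10 uM MG-132; CRC fit.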
A350 autofl: qHTS Assay for Spectroscopic Profiling in A350 Spectral Region. Compound autofluorescence, 340/450 nm, Alexa 350 dye-equivalents; stronger effect = higher value. max dye-equivalent concentration, M. 11% of 59,000 active; in the data active = max dye-equivalent concentration above about 10 nM; inconclusive = mostly about 1.1 nM to 9.6 nM
BRCT inh green: qHTS Assay for Inhibitors of BRCT-Phosphoprotein Interaction (Green Fluorophore); Breast cancer type 1 susceptibility protein (Homo sapiens), P38398; BRCA1 BRCT-phosphopeptide binding, green fluorescence polarization; Potency, µM (highest dose often 76.9 µM), for inactives: at the top dose activity change, negative = inhibition, usual class: inhibitors; 0.05% of 75,000 active; AID 875, 2007;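 note: potency is the fitted concentration of half-maximal effect; plate controls were peptide without protein for full effect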
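Compounds were incubated for 12 min at room temperature with a complex of 100 nM fluorescein-tagged pBACH1 decapeptide and 250 nM His-tagged BRCT protein. Buffer was phosphate pH 7.3 with EDTA, DTT and Tween 20. Disruption of binding lowers the polarization signal.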
Epigenetic mod: qHTS Assay for Epigenetic Modulators; AID 597, 2007; 0.09% of 68,000 active; mouse C127i GFP locus derepression, cytometry, 30 h; Potency, µM (doses to about 46.1 µM), inactives show top-dose GFP derepression (activation); note: % of control where 0% means no effect
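Murine C127i mammary cells carrying a silenced, stably integrated CMV-driven GFP reporter were treated with compound for 30 hours at 37 C. After PBS washes, GFP-positive cells were counted by laser-scanning microplate cytometry.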
4-MU autofl: qHTS Assay for Spectroscopic Profiling in 4-MU Spectral Region; compound autofluorescence, 340/450 nm, 4-MU equivalents; stronger effect = higher value; max dye-equivalent concentration, M; 11% of 59,000 active; AID 589, 2007; in the data active = max dye-equivalent concentration above about 10 nM; inconclusive = mostly about 1.1 nM to 9.6 nM
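Intrinsic fluorescence at 340/450 nm (ex/em) was read after 15 min at room temperature in pH 8.0, 100 mM Tris. Each compound concentration expressed as 4-MU-equivalent concentration from a six-point 4-MU standard series on each plate.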
Fluorescein fluor: qHTS Assay for Spectroscopic Profiling in Fluorescein Spectral Region; Compound autofluorescence, 480/540 nm, fluorescein-equivalent; stronger effect = higher value; max fluorescein-equivalent concentration, M; 0.91% of 59,000 active; in the data active = max fluorescein-equivalent concentration above about 10 nM; inconclusive = between about 1.1 nM and that limit
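Read-out is intrinsic compound fluorescence at 480/540 nm (excitation/emission), expressed as dye-equivalent concentration using a fluorescein standard series run on every plate. Compounds sat 15 min at room temperature in 100 mM Tris, pH 8.0.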
USP2a inhib: qHTS Assay for Inhibitors of Ubiquitin-specific Protease USP2a; Ubiquitin carboxyl-terminal hydrolase 2 (Homo sapiens), O75604; USP2a enzymatic assay, qHTS inhibition; Potency, µM (series often up to 38.3 µM), for the others: at the highest dose activity change, negative = inhibition, hits mostly inhibitors; 0.1% of 60,000 active; AID 927, 2007;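 note: potency is the fitted concentration of half-maximal effect; nearly all actives have a fitted effect of over 60% in size; plate controls were DMSO for no effect and NEM full inhibition control for full effect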
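Coupled readout: USP2-cleaved Ub-PLA2 (20nM final) turns over NBD C6-HPC (20uM final), Ex 460nm/Em 535nm after 2.5 h, time-zero read flagging artifacts. Enzyme (20nM final, pH 8.0 Tris) given 30 min RT with compound first; NEM defines full inhibition.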
HEK293 cAMP cs: qHTS Assay for Agonists of the Thyroid Stimulating Hormone Receptor: Activators of Intracellular cAMP Concentrations in Parental HEK 293. Potency, µM (top dose mostly 57.1 µM), without a hit: at the top dose activation, hits mostly activators. parental HEK293 CNG cAMP sensor, membrane potential fluorescence. 2.5% of 73,000 active; note: potency is the fitted concentration of half-maximal effect; % of control where 0% means no effect; nearly all actives have a fitted effect of over 55% in size
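Parental HEK 293 cells stably expressing a cAMP-gated CNG channel were loaded with membrane potential dye containing 100 uM RO 20-1724 for 60 min. Compound added for 30 min; depolarization read as fluorescence intensity at 590 nm.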
BRCT PPI red: qHTS Assay for Inhibitors of BRCT-Phosphoprotein Interaction (Red Fluorophore) | Breast cancer type 1 susceptibility protein (Homo sapiens), P38398 | BRCT-phosphopeptide binding, red fluorescence polarization | Potency, µM (doses to about 76.9 µM), without a hit: at the top dose activity change, negative = inhibition, most hits filed as inhibitors | 0.03% of 75,000 active | AID 892, 2007; note: % is set by controls: 0 for no effect and ±100 for the full control effect
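Rhodamine-labelled pBACH1 10-mer (100 nM) bound to BRCT domain (100 nM) at pH 7.3; compounds incubated 12 min room temperature, polarization read. Free peptide defines full inhibition; unlabelled decapeptide titrated as control.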
Caspase-7 inhib: qHTS Assay for Allosteric/Competitive Inhibitors of Caspase-7 | P55210 | recombinant caspase-7, Ac-DEVD-AFC fluorescence rate | Potency, µM (doses to about 57.5 µM), for the others: top-dose activity change, negative = inhibition, actives largely listed as inhibitors | 0.02% of 75,000 active | AID 889, 2007; active = well fitted inhibition curve with a large enough effect in the main read-out, with a control signal flat, not every such curve was filed as active; inconclusive = small, poorly fitted or top-dose-only effect, or a change in a side signal; note: potency is the fitted concentration of half-maximal effect; % of control where 0% means no effect
Target sequence (P55210 24-198 limits assumed): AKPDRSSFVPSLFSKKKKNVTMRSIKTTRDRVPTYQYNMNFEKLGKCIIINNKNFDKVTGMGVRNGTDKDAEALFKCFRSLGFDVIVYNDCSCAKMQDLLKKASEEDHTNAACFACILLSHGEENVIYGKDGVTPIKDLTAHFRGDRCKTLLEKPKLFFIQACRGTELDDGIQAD
Target sequence (P55210 207-303 limits assumed): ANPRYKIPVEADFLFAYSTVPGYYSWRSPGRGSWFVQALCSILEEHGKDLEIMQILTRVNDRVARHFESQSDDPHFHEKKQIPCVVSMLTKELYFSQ
* marks the source's active call; other numbers are inactive results; i = inactive; ? = inconclusive; · = no result given; [ ] = remark or other dose. Unless noted, calls come from the whole dose curve; as a rule, active = well fitted curve in the direction sought with a large enough effect; inconclusive = small, poorly fitted or top-dose-only effect, or another doubt; inactive = no such curve, though single readings can be large; an effect the other way counts as inactive or inconclusive. These rows are one share of the data, so the mix of outcomes need not match the whole.

SMILES	Caspase-1 inhib	Ub-GFP proteasome	A350 autofl	BRCT inh green	Epigenetic mod	4-MU autofl	Fluorescein fluor	USP2a inhib	HEK293 cAMP cs	BRCT PPI red	Caspase-7 inhib
CCOc1ccc2nc(SCC(=O)N(C)C3CCS(=O)(=O)C3)[nH]c2c1 (stereo not drawn)	-3.2%	-2.0%	i	-0.4%	1.2%	i	i	0.2%	1.5%	-0.9%	-3.4%
Cc1occc1-c1nnc(SCC(=O)N2CCN(c3ccc(F)cc3)CC2)n1C	-0.9%	-6.3%	i	1.9%	-0.9%	i	i	18.0%	11.4%	-1.6%	0.4%
CC(C)Oc1ccc(C2C(C(=O)c3ccco3)=C(O)C(=O)N2CCCN(C)C)cc1 (stereo not drawn)	-1.8%	12.1%	?	0.8%	-2.0%	?	i	-0.2%	2.4%	-0.4%	-1.6%
Cn1cccc1Cc1nnc(SCC(=O)Nc2ccccc2)n1-c1ccc(F)cc1	0.5%	10.2%	·	-0.2%	·	·	·	·	1.7%	-0.1%	-1.4%
COCCCNC(=O)c1ccccc1NS(=O)(=O)c1ccc(C)cc1	0.1%	·	i	-2.5%	0.0%	i	?	-14.0%	12.5%	-0.7%	-0.9%
Nc1cc(-c2cccc(F)c2)nn1S(=O)(=O)c1cccc2nsnc12	-3.9%	9.2%	·	-1.8%	0.0%	·	·	·	5.0%	-0.7%	-4.8%
COC(=O)c1cccc(NC(=O)CSc2ncn[nH]2)c1	-0.5%	-2.5%	i	-1.5%	-2.6%	i	i	-4.4%	0.9%	0.6%	-1.2%
CCC(C)[C@H](NC(=O)N1CCCC1)C(=O)O (stereo partly drawn)	0.7%	-14.8%	i	-0.5%	-1.3%	i	?	-1.1%	14.7%	-1.4%	1.0%
Cc1nc2nc[nH]n2c(=O)c1NS(C)(=O)=O	0.6%	2.6%	i	-4.7%	-3.5%	i	i	0.7%	0.8%	-1.0%	0.1%
CCN(CC)C(=O)CSc1ccccc1N	-2.8%	8.3%	·	-1.7%	-1.9%	·	·	-17.4%	-0.7%	-0.3%	-0.9%
CCC(=O)N1c2ccccc2[C@@H](N(C(C)=O)c2ccccc2)C[C@H]1C	-1.4%	-0.9%	?	-1.7%	2.6%	?	i	6.4%	4.2%	-0.1%	0.5%
COc1cc(CN2CCN(c3cccc(C)c3C)CC2)cc(Br)c1O	-2.3%	11.1%[9.17 µM]	·	2.1%	-1.5%	·	·	7.2%[7.66 µM]	5.0%[11.4 µM]	0.2%	-5.2%
CCOc1cccc(-c2nnc3sc(-c4cc(OC)c(OC)cc4OC)nn23)c1	-0.1%	5.3%	5.13e-08M*	-0.1%	2.2%	4.4e-08M*	i	-5.6%	6.6%	0.9%	-0.9%
CC(=O)OC[C@@H]1O[C@@H](O/N=C2/C[C@@H](O)[C@@H](O)[C@@H]3[C@@H]4C(=O)N(c5cccc(Oc6ccccc6)c5)C(=O)[C@H]4CC[C@H]23)[C@H](OC(C)=O)[C@H](OC(C)=O)[C@@H]1OC(C)=O	-1.0%[11.5 µM]	·	·	-0.5%[15.4 µM]	·	·	·	·	-5.7%[11.4 µM]	1.9%[15.4 µM]	-3.1%[11.5 µM]
CC(C)OCCCNc1nc2c([nH]1)c(=O)n(C)c(=O)n2C	-1.8%	-6.0%	?	-1.6%	3.7%	i	?	1.1%	1.5%	1.0%	-2.7%
Cc1cc(C)c(OCC(=O)Nc2ccccc2N2CCOCC2)c(C)c1	1.2%	3.6%	?	0.9%	2.6%	i	?	-21.4%	?	-0.2%	-3.3%
CCC(C)(C)n1nnnc1C(C(C)C)N1CCN(C)CC1 (stereo not drawn)	2.8%	-1.0%	i	-1.6%	-3.4%	i	i	-5.2%	13.3%	0.1%	0.2%
COc1ccc(C2(O)CCN(C(=O)c3c(F)cccc3F)CC2)cc1	2.4%	-3.4%	i	1.7%	-0.9%	i	i	1.1%	9.8%	-1.6%	-1.3%
CCCn1c(CNC(=O)Cc2ccccc2)nc2ccccc21	-0.4%	13.7%	i	-1.8%	-4.5%	i	i	4.2%	1.4%	-0.5%	-2.5%
CCC(C)(C)n1nnnc1C(c1ccc(C)cc1)N1CCN(Cc2cccnc2)CC1 (stereo not drawn)	0.4%	10.2%	?	0.0%	0.0%	i	?	18.3%	28.8%	-0.1%	1.0%
Cc1c(NS(=O)(=O)N2CCCC2)c(=O)n(-c2ccccc2)n1C	-1.4%	4.8%	i	2.1%	0.0%	i	i	-10.2%	9.4%	0.4%	-0.3%
CN(C(=O)OCc1ccccc1)C(CC(N)=O)C(=O)O (stereo not drawn)	1.1%	-19.0%	·	0.2%	5.0%	·	·	0.5%	0.2%	-1.1%	0.4%
CCc1c(C)c2ccc(OCC(=O)OC(C)C)c(C)c2oc1=O	-1.0%	3.2%	?	1.9%	3.2%	i	i	-0.5%	25.1µM*	1.3%	-3.1%
Cn1c(C(=O)N2CCCc3ccccc32)cc2c(=O)n3ccccc3nc21	?	-1.0%	1.03e-07M*	-0.3%	4.2%	1.1e-07M*	i	0.2%	0.9%	-1.0%	-21.8%
Cc1ccc(S(=O)(=O)N2CC3CCC2C3)cc1 (stereo not drawn)	2.9%	-8.3%	i	-2.3%	-1.9%	i	?	2.6%	7.1%	-0.8%	0.7%
CC#C[C@]1(O)CC[C@H]2[C@@H]3CCC4=CC(=O)CCC4=C3[C@H](c3ccc(N(C)C)cc3)C[C@@]21C	-4.1%	1.3%	·	-1.7%	0.0%	·	·	25.0%	-23.8%	-2.3%	-2.9%
COc1ccc(Oc2ncc3ncc(=O)n(Cc4ccc(F)cc4)c3n2)cc1	-4.7%	-1.1%	i	-0.7%	2.4%[9.22 µM]	i	i	54.9%[activator]	?	-0.9%	-6.2%
CN(C)CCNC(=O)c1coc(=O)c(Br)c1	-7.0%	-3.3%	3.06e-06M*	-2.3%	4.3%	2.01e-06M*	?	-5.8%	13.4%	-1.7%	-11.6%
Cc1ccc(NC(=O)CS(=O)CC(=O)N(c2ccccc2)C(C)C(=O)NC2CCCC2)cc1 (stereo not drawn)	0.5%	2.0%	?	-0.4%	-1.3%	i	?	16.1%	-13.8%	-0.1%	-0.2%
Cn1cnnc1SCc1ccc(C(=O)O)cc1	0.0%	9.1%	i	-1.9%	-1.3%	i	i	2.0%	-3.0%	-0.7%	0.0%
Nc1nc2c(s1)CC(c1ccccc1)CC2 (stereo not drawn)	2.8%	-1.7%	?	-3.7%	-0.2%	i	?	21.1%	?	-0.7%	4.9%
CC(=O)c1ccc(Nc2nc(C)nc3c2oc2ccccc23)cc1	-0.3%	-1.1%	1e-07M*	-1.1%	0.6%	1.05e-07M*	i	0.1%	22.2%	-1.8%	-0.3%
COC(=O)c1ccccc1NC(=O)c1c(O)c2c([nH]c1=O)CCCC2	2.7%	0.9%	?	2.6%	5.2%	i	i	5.2%	-5.3%	-0.2%	-0.8%
O=C(CSC1=Nc2ccccc2C2=NC(CC(=O)NC3CCCCC3)C(=O)N12)NCc1ccco1 (stereo not drawn)	-6.7%	-2.5%	5.3e-08M*	-0.5%	-1.8%	5.84e-08M*	?	41.0%[activator]	?	0.8%	-4.6%
CC(C)Oc1nc(-c2ccccc2O)nc2ccccc12	4.6%	·	i	-3.8%	2.1%	i	?	-18.8%	?	-0.5%	-2.3%
COc1ccc(S(=O)(=O)Nc2ccccc2OC)cc1C	1.5%	-5.0%	i	0.3%	0.0%	i	i	2.9%	7.4%	-1.0%	-0.5%
O=C(NCc1ccc2c(c1)OCO2)c1nn2cccnc2c1Cl	-1.0%	0.6%	i	1.2%	0.0%	i	?	9.9%	7.3%	-0.2%	2.2%
COCCNC(=O)C(c1cccs1)N(C(=O)Cn1nnc2ccccc21)c1ccccc1 (stereo not drawn)	2.1%	9.3%	i	-0.4%	0.0%	i	?	14.3%	-2.3%	-2.5%	-1.5%
CCC(=O)N1c2ccc(S(=O)(=O)CCC(=O)N3CCN(c4ccccc4)CC3)cc2CC1C (stereo not drawn)	0.7%	2.7%	i	-1.8%	-2.2%	i	i	9.9%	-4.9%	-0.3%	-2.6%
